# A-T KAP1 phos: qHTS Assay for Identifying a Potential Treatment of Ataxia-Telangiectasia; hit rate 0.19% among 320,000; AID 485349, 2010; […] A-T fibroblasts, KAP-1 phosphorylation AlphaLISA; neocarzinostatin DNA damage 30 min before lysis; Potency, µM (series often up to 57.5 µM), for the others: at the highest dose activation, actives largely listed as activators; also: potency is read from the fitted curve at half-maximal effect; % of control where 0% means no effect; nearly all actives have a fitted effect of over 45% in size
#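 hTERT-immortalized A-T patient fibroblasts ([…]), 500 cells/well in OPTI-MEM, 1% FBS, got compounds for 60 min, then NCS for 30 min at 37C. Lysates were then assayed for phospho-KAP-1 by AlphaLISA (anti-pKAP1 donor, anti-KAP1 acceptor beads), 6 hr at 25C.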
# Integrin act MD: qHTS for Activators of Integrin-Mediated Alleviation for Muscular Dystrophy; AID 624291, 2012; Potency, µM (top dose mostly 38.3 µM), without a hit: at the highest dose activation, usual class: activators; alpha7betagal myoblasts, beta-gal FDG fluorescence, 48 h; hit rate 0.064% among 350,000;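 also: potency is read from the fitted curve at half-maximal effect; 100% = response of the positive control SU9516; nearly all actives have a fitted effect of over 60% in size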
#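 alpha7betagal+/- myoblasts (passage 13, 250/well) treated 48 h at 37C with compounds at 1:260 dilution of DMSO stock. Lysed, then beta-galactosidase activity read as FDG fluorescence (ex 480/em 540) after 30 min, with pre-read for autofluorescence.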
# TSG101-PTAP inh: qHTS Assay for Iinhibitors of HIV-1 Budding by Blocking the Interaction of PTAP/TSG101; 340,000 tested, under 10 active; Tumor susceptibility gene 101 protein (Homo sapiens), Q99816; Fluorescence polarization, FITC-PTAP peptide / Tsg101 binding; Potency, µM (titrated, usually from 115 µM), inactives show top-dose activity change, negative = inhibition, most hits filed as inhibitors; active = well fitted inhibition curve with a large enough effect in the main read-out, with a control signal flat, not every such curve was filed as active; inconclusive = small, poorly fitted or top-dose-only effect, or effect the other way, or a change in a side signal; inactive = no such curve, though single readings can be large or run the other way; also: potency is read from the fitted curve at half-maximal effect; % of control where 0% means no effect
#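 Fluorescence polarization binding of Tsg101 binding domain (10 uM final) to FITC-labeled PTAP peptide (50 nM final) in HEPES pH 7.5 buffer with NaCl, Tween 20, EDTA, TCEP. Compounds added before peptide; binding 20 min at RT.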
# MLL CXXC-DNA inh: qHTS Fluorescence Polarization Assay for Inhibitors of MLL CXXC domain - DNA interaction. MLL-CXXC / FITC-HOXA9 DNA fluorescence polarization. Potency, µM (series often up to 115 µM), without a hit: at the highest dose activity change, negative = inhibition, actives largely listed as inhibitors. hit rate 0.037% among 290,000. AID 2662, 2010; active = well fitted inhibition curve with a large enough effect in the polarisation, with a control signal flat, not every such curve was filed as active; inconclusive = small, poorly fitted or top-dose-only effect, or effect the other way, or a change in a side signal; inactive = no such curve, though single readings can be large or run the other way; the % refers to the polarisation; also: potency is read from the fitted curve at half-maximal effect
#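 Purified MLL-CXXC (added from a 7 uM solution) was preincubated 5 min at ambient with pinned compounds in 50 mM Tris-HCl pH 7.5, 50 mM NaCl, 1 mM DTT, 0.05% BSA. Fluorescein-labeled HOX-A9 DNA (50 nM solution) followed, 30 min, then polarization read.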
# ELG1 repair inh: qHTS screen for small molecules that inhibit ELG1-dependent DNA repair in human embryonic kidney (HEK293T) cells expressing luciferase-tagged ELG1; HEK293T ELG1-luciferase reporter, luminescence, 16 h; DNA damage induced by 5-fluorouridine; Potency, µM (highest dose often 46.1 µM), without a hit: at the top dose activity change, negative = inhibition, actives largely listed as inhibitors; hit rate 2.3% among 330,000; AID 504467, 2011; also: potency is read from the fitted curve at half-maximal effect; % is scaled to controls: 0 for no effect and ±100 for the full control effect; nearly all actives have a fitted effect of over 55% in size
#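 Step one: seed 2,000 cells per well. Step two: pin-transfer compound or DMSO alongside 5-fluorouridine. Step three: incubate 16 hr, 37 °C, 5% CO2. Step four: add ONE-Glo, wait 30 min, read luminescence.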
# TCR act: Activators of T cell receptors: qHTS campaign; primary human leukocytes, anti-CD3, IL-2 HTRF, 48 h; Potency, µM (series often up to 9.22 µM), for the others: at the top dose activation of IL-2 secretion, actives largely listed as activators; 330,000 tested, under 10 active; also: % of control where 0% means no effect
#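 IL-2 release read by HTRF sandwich (Eu cryptate donor, d2 acceptor, 665 nm emission) after 48 hr exposure of primary human leukocytes to compound together with anti-CD3 beads in the absence of co-stimulatory signals.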
# BRCA1 expr up: qHTS Assay to Identify Small Molecule Activators of BRCA1 Expression | MCF7-BRCA1-FFLuc reporter, luminescence, 48 h; response scale: scaled: vehicle 0%, 10 µM genistein 100% | Potency, µM (series often up to 46.1 µM), without a hit: at the top dose activation, most hits filed as activators | hit rate 1.1% among 380,000; also: potency is read from the fitted curve at half-maximal effect; nearly all actives have a fitted effect of over 80% in size; some results filed as inactive show a strong effect at the top dose
#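 Reporter cells (MCF7, BRCA1 promoter-firefly luciferase) received library compounds across a concentration series for 48 h. End-point luminescence was measured and concentration-effect curves derived after normalization.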
# TRPV1 ag: HTS Assay for Compounds that Act as Agonists of the Vanilloid Receptor 1; TRPV1-expressing cells, Fluo-8 calcium influx, agonist mode; activation, % at 8.33 µM; hit rate 0.19% among 320,000; AID 540275, 2011; in the data active = activation above about 80%; inconclusive = between about 30% and that limit; also: 0% is about no effect
# Target sequence (Q8NER1 whole entry, looked up): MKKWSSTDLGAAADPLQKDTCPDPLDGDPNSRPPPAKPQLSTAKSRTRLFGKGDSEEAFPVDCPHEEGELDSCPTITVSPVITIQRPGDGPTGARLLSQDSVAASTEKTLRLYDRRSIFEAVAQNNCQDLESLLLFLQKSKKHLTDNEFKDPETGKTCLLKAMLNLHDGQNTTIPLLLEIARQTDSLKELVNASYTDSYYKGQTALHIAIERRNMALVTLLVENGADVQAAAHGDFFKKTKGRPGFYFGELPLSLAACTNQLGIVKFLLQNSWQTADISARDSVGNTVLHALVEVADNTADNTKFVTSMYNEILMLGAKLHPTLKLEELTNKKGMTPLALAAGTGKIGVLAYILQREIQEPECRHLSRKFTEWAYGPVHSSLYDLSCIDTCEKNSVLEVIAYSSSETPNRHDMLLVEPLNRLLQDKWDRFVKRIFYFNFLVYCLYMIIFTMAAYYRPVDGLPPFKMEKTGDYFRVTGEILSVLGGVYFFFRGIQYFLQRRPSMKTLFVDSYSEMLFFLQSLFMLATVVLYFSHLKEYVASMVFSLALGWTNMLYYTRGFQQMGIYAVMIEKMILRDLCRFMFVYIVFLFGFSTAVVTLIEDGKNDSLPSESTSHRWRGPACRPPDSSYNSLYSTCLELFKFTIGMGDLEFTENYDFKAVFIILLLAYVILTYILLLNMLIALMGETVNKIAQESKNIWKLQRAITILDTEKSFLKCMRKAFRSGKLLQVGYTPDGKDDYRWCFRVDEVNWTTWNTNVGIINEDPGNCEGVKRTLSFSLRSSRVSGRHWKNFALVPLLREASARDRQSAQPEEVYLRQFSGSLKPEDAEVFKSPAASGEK
#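 Fluo-8 calcium influx in TRPV1-expressing cells, kinetic read (ex 480/em 520 nm). Compound added and read 3 min for agonist activity, followed by capsaicin at EC20 final and 2 min further read for enhancement.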
# B2AR arrestin: qHTS assay of beta-arrestin-biased ligands of beta2-adrenergic receptor | beta-arrestin recruitment to beta2AR, cell-based reporter | Potency, µM (titrated, usually from 46.1 µM), without a hit: at the highest dose activation, actives largely listed as activators | hit rate 0.02% among 330,000;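 also: potency is read from the fitted curve at half-maximal effect; 0% = DMSO controls and full agonism = EC100 isoproterenol or metaproterenol; nearly all actives have a fitted effect of over 65% in size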
# p53 reactivator: qHTS assay for re-activators of p53 using a Luc reporter. H1299 p53-A138V BP100-luciferase reporter, luminescence, 24 h. Potency, µM (highest dose often 92.2 µM), for the others: top-dose activity change, positive = activation, hits mostly activators. hit rate 0.063% among 320,000; also: potency is read from the fitted curve at half-maximal effect; % of control where 0% means no effect; nearly all actives have a fitted effect of over 45% in size
#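 H1299 (p53-null), stable ts p53-A138V + BP100-Luc; 1000 cells/well, Opti-MEM/10% FBS; cpd 4 pt, 1:5; 24 h, 37 deg C, 5% CO2; detection reagent 10 min RT; luminescence.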
# * hit, by the source's call; ? = inconclusive; . = no result given; [ ] = another dose, or the depositor's remark. Unless noted, calls follow the shape of the dose curve; as a rule, active = well fitted curve in the direction sought with a large enough effect; inconclusive = small, poorly fitted or top-dose-only effect, or another doubt; inactive = no such curve, though single readings can be large; an effect the other way counts as inactive or inconclusive.
SMILES,A-T KAP1 phos,Integrin act MD,TSG101-PTAP inh,MLL CXXC-DNA inh,ELG1 repair inh,TCR act,BRCA1 expr up,TRPV1 ag,B2AR arrestin,p53 reactivator
Cc1ccc(S(=O)(=O)C(C#N)c2nc3ccccc3nc2N2CCCC2)cc1 (stereo unspecified),7%,-21%,-7%,?,?,3%,-27%,4,0.1%,-1%
Cc1cc(/C=C(\C#N)C(=O)N2CCOCC2)c(C)n1C1CCCC1,-19%,5%,-4%,-3%,?,1%,12%,?,0.2%,5%
CCCn1c(CC)nc([N+](=O)[O-])c1S(=O)(=O)c1ccccc1,11%,-46%[inhibitor][7.66 µM],-7%,-7%,?,3%,-41%,2,-0.4%,-16%
COc1ccc2oc(C(=O)Nc3nc(C)cs3)c(C)c2c1,-2%,?,0%,.,?,-4%,48%,13,-0.3%,48%
CCc1ccc(/C=C/C(=O)c2c(C)cc(C)[nH]c2=O)cc1,6%,-52%[inhibitor],-6%,4%,21µM*,-4%,-83%,1,-0.1%,-29%
CCOc1ccc(Nc2ccc(C(=O)O)cc2[N+](=O)[O-])cc1,-30%,24%,-4%,5%,-6%,6%,-4%,-4,-0.4%,-2%
CCOC(=O)C1C2C=CC(CC2)N1c1ccccc1 (stereo unspecified),.,-7%,-3%,.,.,-6%,-10%,.,.,.
CC1CC(C)CN(C(=O)COC(=O)c2c[nH]c3ccccc23)C1 (stereo unspecified),10µM*,-20%,-9%,.,?,2%,-28%,?,0.4%,?
N#C/C(=C/C1=C(N2CCOCC2)C(=C/c2ccccc2)/CC1)C(=O)Nc1ccccc1F,.,-7%,-13%,.,.,6%,-13%,.,.,.
Cc1onc(-c2ccccc2)c1C(=O)Nc1cccc(S(=O)(=O)N2CCCCC2)c1,5%,-12%,0%,.,?,7%,-21%,.,0.0%,-1%
COc1ccc2[nH]cc(CCNC(=O)C3CCCNC3=O)c2c1 (stereo unspecified),21%,5%,0%,6%,1%,13%,7%,0,0.5%,-1%
COc1cc(SC)ccc1C(=O)NCCc1c[nH]c2ccccc12,-1%,-4%,0%,0%,-5%,.,47%,?,-0.8%,.
CN(CC1COc2ccccc2O1)C(=O)CSc1ncccn1 (stereo unspecified),15%,-1%,-1%,.,?,-6%[46.1 µM],62%,.,-0.3%,?
Cc1ccc(CS(=O)(=O)CCC(=O)N2CCOCC2)cc1,-3%,3%,0%,-1%,-11%,7%,14%,-2,0.0%,-2%
C[C@H]1CN([C@@H](C)CO)C(=O)c2cc(NC(=O)NC3CCCCC3)ccc2O[C@H]1CN(C)C(=O)Nc1ccc(C(F)(F)F)cc1,4%,-5%,-4%,.,?,4%,-42%,.,0.0%,-4%
COc1ccc(C(CNc2ncnc3sccc23)N(C)C)cc1OC (stereo unspecified),29%,0%,0%,72%[activator],0%,0%,-38%,-2,0.3%,-6%
Cc1cccc(OCC(=O)N(Cc2ccc(F)cc2)C2CCS(=O)(=O)C2)c1C (stereo unspecified),0%,7%,-7%,2%,15%,2%,7%,-2,0.1%,6%
O=C(c1cc(-c2cccc(Cl)c2)on1)N1CCc2ccccc2C1,4%,10%,-1%,-2%,21%,-24%,-4%,21,0.2%,5%
c1ccc2c(Nc3ccc4c(c3)OCCO4)c3c(nc2c1)CCC3,0%,-41%,-5%,-4%,?,7%,-51%,5,-0.5%,3%
CCOC(=O)c1ccc(NC(=O)C(=O)NCc2ccco2)cc1,11%,-10%,-7%,-14%,?,-10%,2%,4,0.0%,1%
C/C(=N\NC(=O)Cc1ccc(Cl)cc1)c1cccc(NC(=O)c2cccnc2)c1,4%,-18%,-1%,3%,?,0%,-18%,-1,-0.3%,3%
Nc1c(NCc2ccccc2F)c(=O)[nH]c(=O)n1Cc1ccccc1,-2%,11%,-2%,0%,10%,1%,-10%,0,0.1%,1%
O=C(CCC(=O)N/N=C/c1c[nH]c2ccccc12)NCc1ccccc1,6%,17%,0%,-3%,-3%,-3%[46.1 µM],-20%,2,-2.1%,9%
COc1ccc(C)cc1NC(=O)C1CC1c1ccccc1 (stereo unspecified),.,7%,-2%,.,.,1%,2%,.,.,.
Cc1nn(S(=O)(=O)c2cccc([N+](=O)[O-])c2)c(C)c1Br,7%,-6%,-2%,9%,-16%,-1%,0%,3,-0.1%,2%

# (continued)
SMILES,A-T KAP1 phos,Integrin act MD,TSG101-PTAP inh,MLL CXXC-DNA inh,ELG1 repair inh,TCR act,BRCA1 expr up,TRPV1 ag,B2AR arrestin,p53 reactivator
Cn1c2ccccc2c(=O)c2cc(C#CC3(O)CCCCC3)ccc21,34%,13%,.,1%,?,-5%,0%,3,-0.9%,3%
CCOC(=O)C1=C(C)N(CCO)C(=O)NC1c1cccc(O)c1 (stereo unspecified),10%,14%,-5%,17%,?,3%,26%,2,-0.3%,0%
COc1ccc(C2CC(=O)Oc3c(C(C)C)ccc(C)c32)cc1 (stereo unspecified),15%,15%,-9%,.,-4%,1%[46.1 µM],-37%,.,0.1%,3%
CCCC(=O)Nc1nnc(S(=O)(=O)N2CCCCCC2)s1,-5%,18%,-5%,4%,-9%,0%,-9%,1,0.5%,8%
Cc1cc(C)cc(N(CC(=O)Nc2ccccc2C(=O)N2CCOCC2)S(C)(=O)=O)c1,16%,25%,2%,-1%,-2%,2%[46.1 µM],-19%,-1,0.5%,-16%
O=C(NC(=S)N1CCCCC1)C12CC3CC(CC(C3)C1)C2,.,-1%,-6%,-3%,3%,-116%,7%,10,-0.2%,2%
COc1ccc(-c2nnc(SCC(=O)Nc3ncc(C)s3)n2-c2ccccc2)cc1OC,13%,-27%,-4%,0%,21µM*,-3%,-93%[inhibitor],1,0.0%,-2%
C=CCn1c(SCC(=O)c2c(N)n(C)c(=O)n(C)c2=O)nnc1-c1ccccc1F,-2%,-20%,-10%,-1%,9%,5%,1%,-1,0.0%,1%
O=C(O)c1cc2nc(C3CC3)cc(C(F)(F)F)n2n1,-13%,14%,-1%,2%,?,-4%,27%,.,-0.1%,5%
CN1/C(=C\C(=O)c2cncc(Br)c2)C(C)(C)c2ccccc21,11%,-37%,2%,-2%,16µM*,-4%[46.1 µM],-32%,26,0.1%,1%
Cc1cc2nc3c(nc2cc1C)C1(C(=O)O)CCC3(C)C1(C)C (stereo unspecified),2%,7%,1%,8%,0%,0%,-22%,-3,-0.3%,6%
COCCN(CCOC)Cc1c(C)[nH]c2c(C)c(C)ccc2c1=O,3%,3%,-4%,-7%,7%,8%,43%,-5,-0.3%,-2%
CS(=O)(=O)N1CC(C(=O)NC2CC2)Oc2ccc(Cl)cc21 (stereo unspecified),4%,17%,-3%,-4%,-5%,.,12%,-3,0.4%,-6%
CCC(C)N(C(=O)COc1ccccc1C#N)C1CCS(=O)(=O)C1 (stereo unspecified),-12%,-7%,0%,.,?,-10%,0%,1,-0.2%,-8%
C=CCN1N=C(/C=C/c2ccc(C)cc2)CCC1=O,0%,-15%,0%,3%,?,-1%,11µM*,28,-0.2%,6%
Cc1ccccc1N=C1NN=C(c2ccccc2F)CS1,-8%,?,-2%,5%,?,-1%[46.1 µM],1%,-2,-0.1%,13µM*
Cc1ccc(NC(=O)COC(=O)Cc2cccs2)c(Br)c1,-3%,9%,-1%,1%,12%,4%,3%,10,-0.8%,0%
COc1ccc(C2SCCN2S(=O)(=O)c2ccc(NC(C)=O)cc2)cc1 (stereo unspecified),1%,-5%,-14%,-8%,?,.,-24%,12,0.1%,0%
CC(=O)c1ccc(NC(=O)c2cnsn2)cc1,-1%,19%,0%,-3%,?,-2%,-26%,15,-0.3%,4%
COc1ccc(S(=O)(=O)N2CCCCCC2)cc1C(=O)N1CCN(c2ccccc2O)CC1,3%,?,-2%,.,13µM*,-7%,-17%,2,0.2%,-7%
Cc1ccc(S(=O)(=O)c2ccc(Cl)cc2)cc1S(N)(=O)=O,5%,3%,-7%,-7%,-5%,-7%,13%,3,-0.2%,?
Cn1cc(CN2CCC(C(O)c3cccs3)CC2)c(-c2cccc(Cl)c2)n1 (stereo unspecified),4%,0%,-4%,-6%,-11%,4%,9%,19,0.0%,-5%

# Bioassay records as filed in PubChem.
